Compound activity as filed in PubChem.
p53null 39C tox: kills p53 null cells at the nonpermissive temperature. hit rate 0.97% among 55,000. AID 904. Potency, µM (top dose mostly 46.1 µM), without a hit: at the top dose activity, negative = cell killing, actives largely listed as cytotoxic. H1299 p53-null (neo) cells, 39C, ATPlite viability, 24 h;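 also: potency is read from the fitted curve at half-maximal effect; 0% = DMSO only and -100% = full killing by 100 µM tamoxifen; nearly all actives have a fitted effect of over 50% in size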
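Cells seeded at 600/well, 37C overnight. Compound added (up to 46 uM), plates shifted to 39C for 24 hr. ATPlite added, luminescence read after 20 min at room temperature.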
TSG101-PTAP inh: blocks PTAP binding to human TSG101, validation; Fluorescence polarization, FITC-PTAP peptide/Tsg101, 20 min; Potency, µM (top dose mostly 115 µM), inactives show at the top dose activity change, negative = inhibition, hits mostly inhibitors; 44,000 tested, under 10 active; AID 1347069; also: potency is read from the fitted curve at half-maximal effect; 0% is about no effect
Target sequence (Q99816 whole entry, looked up): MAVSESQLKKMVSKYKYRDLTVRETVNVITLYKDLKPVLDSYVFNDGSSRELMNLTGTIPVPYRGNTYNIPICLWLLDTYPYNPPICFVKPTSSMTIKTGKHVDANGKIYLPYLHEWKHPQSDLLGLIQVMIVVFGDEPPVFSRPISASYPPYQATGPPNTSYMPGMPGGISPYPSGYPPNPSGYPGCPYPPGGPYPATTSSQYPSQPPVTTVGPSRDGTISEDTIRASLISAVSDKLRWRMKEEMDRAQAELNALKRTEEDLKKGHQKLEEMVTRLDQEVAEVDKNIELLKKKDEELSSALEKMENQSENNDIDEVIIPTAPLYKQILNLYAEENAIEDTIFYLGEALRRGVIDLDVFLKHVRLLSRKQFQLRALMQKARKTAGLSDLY
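Fluorescence polarization: Tsg101 binding domain (10 uM final) in 10 mM HEPES pH 7.5, 0.15 M NaCl, 0.01% Tween 20, 3 mM EDTA, 0.1 mM TCEP; compounds pinned; FITC-PTAP peptide 50 nM final; 20 min, r.t.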
p53null 32C tox: kills p53 null cells at the permissive temperature | Potency, µM (series often up to 46.1 µM), for the others: at the highest dose activity change, negative = cytotoxicity, hits mostly cytotoxic | AID 903 | H1299-neo p53 null cells, ATP luminescence, 24 h, 32C | hit rate 0.62% among 55,000;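 also: potency is read from the fitted curve at half-maximal effect; 0% = DMSO only and -100% = full killing by 100 µM tamoxifen; nearly all actives have a fitted effect of over 55% in size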
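H1299-neo (p53-null) cells, 600/well, were pre-incubated overnight at 37C, then exposed to compounds at up to 46 uM for 24 hr at 32C. Viability was measured as ATP content by luminescence, and AC50 values came from Hill fits.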
GALK inhibitor: inhibitors of human galactokinase (GALK) | recombinant GALK, Kinase-Glo ATP luminescence, 1 h | Potency, µM (top dose mostly 57.5 µM), inactives show top-dose activity, negative = inhibition, usual class: inhibitors | 44,000 tested, under 10 active | AID 1347072;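 also: plate controls were full GALK reaction for no effect and reaction lacking GALK for full effect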
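Luminescent ATP-depletion readout (Kinase-Glo Plus, 10 min) after 1 h RT reaction of 5 nM GALK, 35 uM ATP, 100 uM galactose, pH 8.0 HEPES buffer. Decreased kinase activity scored as inhibition.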
B2AR arrestin ag: agonists recruiting beta-arrestin to human beta2-adrenergic receptor. 44,000 tested, under 10 active. Potency, µM (top dose mostly 46.1 µM), for the others: top-dose activation, hits mostly activators. HTLA Tango cells, beta-arrestin recruitment, luciferase luminescence, 18 h;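 also: potency is read from the fitted curve at half-maximal effect; 0% = DMSO and full agonism = EC100 isoproterenol or metaproterenol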
Target sequence (P07550 whole entry, looked up): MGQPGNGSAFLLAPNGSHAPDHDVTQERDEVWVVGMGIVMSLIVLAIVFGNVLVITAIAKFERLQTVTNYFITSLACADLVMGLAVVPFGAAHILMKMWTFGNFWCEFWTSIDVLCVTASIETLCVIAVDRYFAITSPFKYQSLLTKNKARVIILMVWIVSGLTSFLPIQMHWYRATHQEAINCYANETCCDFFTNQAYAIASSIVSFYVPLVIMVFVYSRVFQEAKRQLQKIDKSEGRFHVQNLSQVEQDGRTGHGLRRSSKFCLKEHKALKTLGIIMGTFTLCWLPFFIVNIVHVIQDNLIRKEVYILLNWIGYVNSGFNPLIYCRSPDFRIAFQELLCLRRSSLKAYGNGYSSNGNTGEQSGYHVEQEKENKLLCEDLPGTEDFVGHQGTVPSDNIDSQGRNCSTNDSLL
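Receptor–beta-arrestin recruitment read by tTA-responsive luciferase: compound titrations (up to 46 µM) incubated 18 h with Tango cells, then luminescent substrate 15 min at room temperature. Concentration-response fits classified by r2, efficacy and activity.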
NTMT1 inh: inhibitors of human N-terminal methyltransferase NTMT1 | Q9BV86 | NTMT1 MTase-Glo SAH luminescence, purified enzyme | Potency, µM (highest dose often 114 µM), inactives show top-dose activity change, negative = inhibition, most hits filed as inhibitors | hit rate 2.5% among 59,000 | AID 1645870;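 also: potency is read from the fitted curve at half-maximal effect; plate controls were DMSO vehicle for no effect and no enzyme for full effect; nearly all actives have a fitted effect of over 65% in size; many of its hits are not listed in these tables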
Target sequence (Q9BV86 whole entry, looked up): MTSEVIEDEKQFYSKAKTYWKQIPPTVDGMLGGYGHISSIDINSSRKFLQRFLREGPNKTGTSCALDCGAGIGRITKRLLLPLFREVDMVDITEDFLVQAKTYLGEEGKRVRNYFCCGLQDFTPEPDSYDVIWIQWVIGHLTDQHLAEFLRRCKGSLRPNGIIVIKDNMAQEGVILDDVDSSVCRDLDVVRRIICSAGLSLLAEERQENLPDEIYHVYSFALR
FH mod: Identification of activators of human fumarate hydratase by quantitative high-throughput screening; hit rate 0.22% among 54,000; Potency, µM (doses to about 79.9 µM), for inactives: at the highest dose activity change, negative = inhibition, most hits filed as inhibitors; Fumarate hydratase, mitochondrial (Homo sapiens), P07954; FH coupled MDH/diaphorase resazurin fluorescence, 15 min; also: potency is read from the fitted curve at half-maximal effect; % is scaled to controls: 0 for no effect and ±100 for the full control effect; the screen sought activators but most active calls are inhibition curves; nearly all actives have a fitted effect of over 45% in size
Starred values were filed as active, the others as inactive; ? = inconclusive; . = not tested or not shown; [ ] = dose if it differs, or a comment. Calls follow the shape of the dose curve; as a rule, active = well fitted curve in the direction sought with a large enough effect; inconclusive = small, poorly fitted or top-dose-only effect, or another doubt; inactive = no such curve, though single readings can be large; an effect the other way counts as inactive or inconclusive. A portion of the library; the hit share may differ from the screen's.

Every second line gives: p53null 39C tox	TSG101-PTAP inh	p53null 32C tox	GALK inhibitor	B2AR arrestin ag	NTMT1 inh	FH mod
COc1ccc(C)cc1NC(=O)CCNC(=O)Cn1ccc2ccccc2c1=O
  -3%	-2%	-1%	6%	0%	8%	0%
Cc1oc2ncn(CC(C)C)c(=O)c2c1C(=O)N(CCN(C)C)Cc1ccccc1
  -2%	3%	2%	4%	11%	10%	-4%
Cc1ccc(C)c(N2CCN(C(=O)CCc3nnc4n(CC(C)C)c(=O)c5ccccc5n34)CC2)c1
  -4%	1%	-2%	4%	0%	5%	-9%
CCOc1ccc(OCC)c(NS(=O)(=O)c2ccc(-c3coc(C)n3)cc2)c1
  27%	-2%	10%	2%	0%	-1%	-19%
Cc1cccc(-n2c(Cc3ccccc3)nnc2SCc2nc(-c3cccs3)no2)c1
  44%[activator]	8%	-16%	7%	-1%	?	?
CCOc1ccc(-c2nc3c(c(SCC(=O)N4CCCCC4)n2)Cc2ccccc2O3)cc1
  7%	1%	0%	0%	1%	-7%	4%
COc1ccc(CCNC(=O)c2ccc3c(c2)N(Cc2ccccc2)CCS3)cc1OC
  8%	-1%	11%	-1%	-2%	-6%	?
CCCSc1nc(-c2ccccc2)[nH]c1S(=O)(=O)c1ccc(C)cc1
  0%	-1%	6%	-1%	0%	33%[activator]	-19%
CCc1ccc(CN(C(=O)Nc2cccc(Cl)c2)c2ccccn2)cc1
  11%	2%	2%	-4%	-3%	-2%	-14%
CC1CCCN(C(=O)CSc2c3c(nc4cc(Cl)ccc24)CCCC3)C1 (stereo unspecified)
  16µM*	-7%	3%	-3%	0%	-1%	?
O=C(CSc1nc(=O)n(CCN2CCOCC2)c2c1CCC2)Nc1ccc(Cl)c(Cl)c1
  22%	-1%	-11%	0%	-4%	5%	-3%
COc1ccc(-c2nc(CSc3nncn4c3cc3sccc34)c(C)o2)cc1OC
  -27%	1%	0%	-1%	2%	?	6%
Cc1c2cnn(CC(=O)NCc3ccc(F)cc3)c(=O)c2c(C)n1Cc1cccc(Cl)c1
  ?	0%	0%	-3%	-3%	-16%	3%
O=C(Nc1ccccc1Br)N1CCC(CN2CCCC2)CC1
  24%	-7%	-7%	3%	-1%	-1%	-6%
CCOc1ccc(OCC)c(NS(=O)(=O)c2cc(-c3onc(C)c3C)ccc2OC)c1
  -6%	-1%	-1%	0%	0%	9%	-3%
Cc1cc(C)cc(N2C(=O)CSC23C(=O)N(CC(N)=O)c2ccccc23)c1 (stereo unspecified)
  -15%	-2%	1%	1%	0%	5%	5%
COc1ccc(N2CC(NC(=O)C3CC3)CC2=O)cc1OC (stereo unspecified)
  -4%	-1%	-1%	0%	-4%	-17%	-3%
COCCNC(=O)CSc1nc(-c2ccc(C)cc2)[nH]c1-c1ccc(OC)cc1
  3%	-1%	14%	2%	-2%	18%	-3%
C#CC(C)(CC)NC(=O)Cn1nnc(-c2ccc(OCc3ccccc3Cl)cc2)n1 (stereo unspecified)
  -29%	2%	0%	6%	1%	6%	1%
CCn1nc(C)c2c(-c3ccccc3)cc(=O)n(C(C)C(=O)Nc3ccc(OC)c(OC)c3)c21 (stereo unspecified)
  27%	0%	-13%	0%	0%	5%	-10%
CCC(Sc1nnc(C)n2c1cc1sccc12)C(=O)Nc1ccccc1F (stereo unspecified)
  13%	-4%	-6%	-7%	0%	-2%	?
Cc1cc2n(n1)CCCN2C(=O)Nc1ccccc1C(F)(F)F
  -4%	-7%	-1%	1%	0%	-12%	-9%
Cc1ccc(C(=O)NCC(c2ccco2)S(=O)(=O)c2cccs2)cc1C (stereo unspecified)
  11%	1%	-5%	0%	-2%	6%	-6%
O=C(Cn1c(=O)n(-c2ccccc2)c(=O)c2c3c(sc21)CCCC3)Nc1cccc(F)c1
  -4%	3%	0%	2%	0%	-3%	-7%
CCc1cccc(C)c1NC(=O)Cn1nnc(-c2nc(-c3ccccc3F)no2)c1N
  6%	1%	0%	-2%	-1%	?	12%
CCc1ccc(NS(=O)(=O)c2ccc3[nH]cc(C(=O)N(C)Cc4ccco4)c(=O)c3c2)cc1
  -7%	-5%	-5%	8%	0%	-8%	-15%
Cc1cc(Cl)ccc1OCC(=O)Nc1c(Cl)ccc2nsnc12
  -16%	1%	6%[9.22 µM]	0%	-2%	-2%	4%
CCOc1ccc(NC(=O)c2c(Nc3ccccc3C)sc(C(=O)c3ccccc3)c2N)cc1
  -5%	-10%	11%	-9%	-2%	8%	2%
CCOc1ccc(CCNC(=O)c2cc3c(=O)n(C)c4ccccc4c3s2)cc1OCC
  -2%	-1%	2%	-2%	0%	-2%	8%
O=C(Nc1ccc(Br)cc1)C1CCN(S(=O)(=O)c2cccc3nsnc23)CC1
  -6%	0%	-8%	8%	1%	-1%	-7%

Compound profiles, as listed above. Order of screens: p53null 39C tox | TSG101-PTAP inh | p53null 32C tox | GALK inhibitor | B2AR arrestin ag | NTMT1 inh | FH mod
Entry for `Cc1cc2n(n1)CCCN2C(=O)Nc1ccccc1C(F)(F)F` = -4% | -7% | -1% | 1% | 0% | -12% | -9%
Entry for `Cc1cc(C)cc(N2C(=O)CSC23C(=O)N(CC(N)=O)c2ccccc23)c1` (stereo unspecified) = -15% | -2% | 1% | 1% | 0% | 5% | 5%
Entry for `CCOc1ccc(CCNC(=O)c2cc3c(=O)n(C)c4ccccc4c3s2)cc1OCC` = -2% | -1% | 2% | -2% | 0% | -2% | 8%

Other structures follow.
Every second line gives: p53null 39C tox	TSG101-PTAP inh	p53null 32C tox	GALK inhibitor	B2AR arrestin ag	NTMT1 inh	FH mod
Cc1c(C(=O)NCc2ccc(OC(C)C)cc2)sc2ncnc(N(C)C3CCCCC3)c12
  67%[activator]	1%	22%	1%	-2%	3%	-33%
CCCn1c2ccccc2c2cnn(CC(=O)N3CCCC(C(=O)OCC)C3)c(=O)c21 (stereo unspecified)
  -3%	-4%	?	2%	-1%	7%	-7%
CN(C(=O)c1cc2c(Cl)nc3ccccc3c2s1)c1cccc(C(F)(F)F)c1
  -7%	-1%	-1%	0%	2%	4%	-4%
Cc1ccc(NC(=O)CCCn2c(=O)c3cccn3c3ccccc32)cc1Cl
  -5%	1%	5%	0%	2%	-23%	-10%
Cc1nn(CCC(=O)NCc2ccc(N(C)C)cc2)c(=O)c2nn(-c3ccccc3)c(C)c12
  8%	-1%	1%	0%	2%	-12%	6%
CCCN(c1ccccc1F)S(=O)(=O)c1ccc2c(c1)C(C)(C)C(=O)N2C
  0%	-1%	-5%	4%	1%	-2%	?
COc1ccc(-c2cc(C(=O)Nc3sc4c(c3C#N)CCCC4)no2)cc1OC
  -15%	-7%	-1%	6%	0%	.	.
COc1cc(-c2noc(-c3cc(C(C)C)[nH]n3)n2)cc(OC)c1OC
  ?	-6%	7%	0%	0%	?	-16%
Cc1ccc(-n2c(=O)c3c(C)c(C(=O)N(C)C)sc3n(Cc3ccccc3C)c2=O)cc1C
  -16%	-2%	4%	0%	-2%	0%	-4%
CCn1cc(C(=O)NCCc2ccc(Cl)cc2)c(=O)c2cc(S(=O)(=O)N3CCCCCC3)ccc21
  19%	-6%	1%	-1%	0%	?	-22%
CC(C)Oc1ccc(CNC(=O)c2cccc(NC(=O)c3nsc4ccccc34)c2)cc1
  -26%	-4%	?	-2%	0%	-4%	-28%
CCOC(=O)c1c(C)[nH]c(C)c1S(=O)(=O)N1CCC(C(=O)Nc2ccc(F)cc2F)CC1
  -14%	-5%	-3%	-3%	-1%	2%	6%
Cc1ccc(CNC(=O)c2cnn(-c3cccc(C)c3)c2C2CCN(C(=O)OC(C)(C)C)CC2)cc1
  53%[activator]	-4%	17%	0%	0%	18%	?
Cc1cccc(OCCCCn2c(C3CC(=O)N(c4ccccc4Cl)C3)nc3ccccc32)c1 (stereo unspecified)
  ?	-7%	?	-2%	-3%	?	-4%
Cc1ccc(C(=O)N2CCN(Cc3cc(=O)n4nc(-c5ccccc5)sc4n3)CC2)cc1
  6%	0%	-5%	4%	0%	.	.
CCOc1ccc(C(=O)NCCSc2c(C)[nH]c3ccccc23)cc1OCC
  14%	0%	10%	-4%	-1%	-3%	-21%
COc1cc(Cl)c(NC(=O)CN(C)S(=O)(=O)c2ccc3[nH]c4c(c3c2)CCCC4)c(OC)c1
  -18%	1%	6%	4%	1%	-12%	-25%
O=C1Nc2ccc(S(=O)(=O)Nc3ccccc3O)c3cccc1c23
  -18%	-5%	10%	2%	0%	-20%	?
CCN(CC)CCCNC(=O)c1cn(CC(C)C)c(=O)c2c1c1ccccc1n2C
  7%	1%	-6%	-1%	1%	-2%	?
COc1ccccc1CCNC(=O)c1cc2c(=O)n3cccc(C)c3nc2n1C
  -14%	1%	1%	?	-1%	12%	-1%
CCOc1ccc(-c2cnc(NCc3ccc(OC)cc3OC)n2C)cc1
  ?	5%	-15%	8%	-1%	-3%	-11%
COc1ccc(NC(=O)c2oc3ccccc3c2NC(=O)c2cc(=O)c3ccccc3o2)cc1
  -10%	-1%	0%	3%	-1%	10%	1%
CCOC(=O)c1noc2ncn(CC(=O)Nc3cc(Cl)ccc3OC)c(=O)c12
  16%	-7%	2%	0%	-1%	0%	-11%
CCOC(=O)c1cc(C)n(CC2CCC(C(=O)Nc3cccc(Cl)c3)CC2)c1C (stereo unspecified)
  30%	0%	13%	2%	9%	3%	-23%
CCCSc1ncc(Cl)c(C(=O)Nc2nc3ccc(C)cc3s2)n1
  -15%	0%	-3%	0%	1%	24%	-6%
Cn1cc(S(=O)(=O)N2CCCCCC2)cc1C(=O)NCc1ccc(Cl)cc1
  22%	0%	16%	1%	0%	15%	-18%
CCOc1ccc(NC(=O)Cn2cc(C(=O)c3ccc(C)cc3)c(=O)c3cc4c(cc32)OCCO4)cc1
  3%	4%	-6%	5%	0%	-49%	-13%
CC(C)(C)NC(=O)c1oc2ccccc2c1NC(=O)c1ccc(F)cc1
  -2%	-6%	12%	0%	0%	24%	-6%
COc1ccccc1N(CC(=O)Nc1ccccc1C(F)(F)F)S(=O)(=O)c1ccc(C)cc1
  15%	-2%	-1%	1%	1%	0%	-15%
COC(=O)CN1C(=O)C(O)(c2c(C)[nH]c3ccccc23)c2ccccc21 (stereo unspecified)
  ?	0%	-2%	-2%	-1%	0%	-1%
CN1C(C(=O)Nc2ccc(F)cc2F)=CC(c2ccc3c(c2)OCO3)=NS1(=O)=O
  31%[activator]	-1%	2%	3%	0%	2%	-9%
Cc1ccc(N2C(=O)CSC23C(=O)Nc2ccccc23)cc1F (stereo unspecified)
  1%	1%	6%	1%	-1%	-7%	-4%
COc1cc(NC(=O)C2CCN(S(=O)(=O)c3ccc4c(c3)CCCC(=O)N4)CC2)cc(OC)c1
  -14%	-4%	0%	3%	0%	5%	-7%
